bCat nuc transl – alters nuclear translocation of beta-catenin in HeLa cells. 0.3% of 190,000 active. immunofluorescence imaging. nuclear translocation activity, % at 5 µM;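 active = nuclear translocation activity above 50% at 5 µM, with a well cell count of 50 or more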;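 also: per-cell ratio of nuclear to cytoplasmic median beta-catenin stain intensity; plate controls were DMSO negative control for no effect and GSK-3 inhibitor IX positive control for full effect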
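Test system: human HeLa cells, native beta-catenin. Compound dosing: 5 µM primary single dose, 0.1% DMSO, 0.02–20 µM confirmation series. Incubation: compound exposure 24 h at 37°C. Detection: beta-catenin immunostaining with DAPI counterstain, 20x imaging, 6 fields/well. Read-out basis: Nuclear/cytoplasmic beta-catenin signal ratio, % activation.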
Hep lipid drop – modulators of hepatic lipid droplet formation; inhibition, % at 6.5 µM; AID 1656; 0.4% of 240,000 active; AML12 mouse hepatocytes, oleate lipid droplets, BODIPY imaging;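 active = lipid droplet intensity inhibited by at least 50%, with more than 500 cells counted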
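Assay system: AML12 hepatocytes (mouse) / Also added: 100 µM oleic acid challenge / Times: overnight treatment with compound plus oleate / Detection: high-content imaging of BODIPY-stained droplets and DAPI nuclei / Evaluation: % inhibition of lipid droplet signal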
Ins promoter up – MIN6 insulin promoter up-regulation; z-score at 5 µM; 0.3% of 190,000 active; AID 1625; MIN6 insulin promoter-GFP reporter, high-content imaging; hits give high values;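 active = z-score above 3 at 5 µM with at least 500 cells counted in the well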
Yfh1-depleted yeast – enhancers of respiration in Yfh1-depleted yeast, dose response, Friedreich's ataxia, plus single-dose screen (AID 1465). S. cerevisiae Yfh1-off respiration, WST-1 reduction, 72 h; higher fold induction means a stronger effect. one-dose fold induction at 50 µM; EC50 in µM for titrated hits. 0.074% of 220,000 active;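 active = fold induction of absorbance versus untreated yeast above a set limit, then at least 30% activation at any dose in follow-up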;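 also: activators that raise dye reduction in frataxin-depleted yeast; strong numbers were not always called active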
WT yeast gro inh – growth inhibition of WT yeast, mitochondrial fusion screen; 2.1% of 190,000 active; mitochondrial fusion phenotypic screen, WT strain; inhibition, % at 10 µM; AID 1362; in the data active = inhibition above about 58%; tested in S. cerevisiae
Dynein transport – blocks dynein driven cargo transport along microtubules. 3617.4 mouse cells, GR-EGFP nuclear translocation imaging; test concentration mostly 20 µM; stimulated with dexamethasone, 1 µM; hits give low values. z-score, hits read low. 0.47% of 220,000 active. AID 1381;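 active = plate z-score of nuclear minus cytoplasmic receptor signal below a set negative limit, without overly bright fluorescence or cell loss, cut at about -3.5 in these data, passing the limit was not always enough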;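 also: z-score of nuclear minus cytoplasmic ring GR-EGFP intensity difference per well; some compounds called inactive have numbers as strong as hits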
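Buffer or medium: Induction medium lacking tetracycline, stripped serum | Also added: Dexamethasone agonist, 1.0 µM final, for 30 min | Timing: 48 h induction, 1 h compound, 30 min dex at 37 °C | Detection: Formaldehyde fixation, Hoechst nuclear stain, 10x automated fluorescence imaging | Measure: Nuclear versus cytoplasmic GR-EGFP signal, averaged per well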
MT stabilizer – stabilizes microtubules in HeLa cells; HeLa tubulin immunostaining HCS, 24 h; share of cells brighter than vehicle mean+2SD; % tubulin-high responders, % at 10 µM; 0.83% of 200,000 active; AID 2205;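 active = plate Z-score above 3 for both tubulin-high and condensed-nucleus cell shares, with cell loss under 80%, at 10 µM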;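 also: anti alpha tubulin signal scored within the nucleus-defined area of each cell; some results filed as inactive read as strong as hits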
NOD2 inhibition – NOD2 signaling inhibitors, cell-based, luminescence, uHTS, HEK293 (AID 1566). HEK293 NOD2/NF-kB luciferase reporter, luminescence; higher % means a stronger effect. inhibition, % at 4 µM, or EC50 in µM where a hit was titrated. 0.63% of 290,000 active; in the data active = inhibition above about 50%; also: many of its hits are not listed in these tables
Autophagy HCS – modulators of autophagy. MEF GFP-LC3 puncta imaging; test concentration mostly 10 µM. calls only at 10 µM (by protocol). 0.98% of 190,000 active;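 active = percentage of spot-positive cells more than 3 SD above its plate mean, without a fluorescence outlier flag or 80% toxicity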;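 also: spot-positive cell cutoff set from DMSO-treated cells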
WT yeast gro inh mutant strain – recorded beside WT yeast gro inh, whose call it bears; inhibition, %; mitochondrial fusion phenotypic screen, mutant strain inhibition
Dynein transport cytoplasmic EGFP – also measured in Dynein transport; calls as there; z-score; measured here: cytoplasmic GR-EGFP intensity; hits give high values
Dynein transport nuclear GR-EGFP – second read-out of Dynein transport, no call of its own (marks repeat the call); z-score; measured here: nuclear GR-EGFP intensity;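 lower value marks the stronger effect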
Dynein transport cell count – further read-out of Dynein transport, marked with its call; z-score; measured here: cell count per field
Ins promoter up cell count – also measured in Ins promoter up; calls as there; cell count; measured here: cytotoxicity, nuclei count;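 total cells summed across four imaged fields per well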
Hep lipid drop cells 6.5 µM – recorded beside Hep lipid drop, whose call it bears; cell count; measured here: cell count, cytotoxicity flag;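 cells counted across two imaged fields per well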
bCat nuc transl cell count 5 µM – second read-out of bCat nuc transl, no call of its own (marks repeat the call); cell count; measured here: cell count, cytotoxicity flag
MT stabilizer Hoechst-high % – also measured in MT stabilizer; calls as there; % Hoechst-high responders; measured here: nuclear condensation Hoechst responders;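 share of cells brighter than vehicle mean plus two SD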
MT stabilizer cytotoxicity % – also measured in MT stabilizer; calls as there; toxicity, %; measured here: cytotoxicity by cell density;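 0% = mean cell density of plate MIN control wells and 100% = no cells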
Autophagy HCS cell loss 18 h – also measured in Autophagy HCS; calls as there; toxicity, %; measured here: cell loss, nuclei count;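 cell loss after 18 h compound exposure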
* marks the source's active call; other numbers are inactive results; i = inactive; / = no result given. This is a subset (hit frequency here may not be typical).

Order of values – bCat nuc transl	bCat nuc transl cell count 5 µM	Hep lipid drop	Hep lipid drop cells 6.5 µM	Ins promoter up	Ins promoter up cell count	Yfh1-depleted yeast	WT yeast gro inh	WT yeast gro inh mutant strain	Dynein transport	Dynein transport cytoplasmic EGFP	Dynein transport nuclear GR-EGFP	Dynein transport cell count	MT stabilizer	MT stabilizer Hoechst-high %	MT stabilizer cytotoxicity %	NOD2 inhibition	Autophagy HCS	Autophagy HCS cell loss 18 h
O=C1Nc2ccc(S(=O)(=O)NCc3ccccn3)c3cccc1c23
  /	/	12	791	-1.1	886	/	9	7	3.1	0.029	2	-1.4	1.5	0.6	10	0%	i	4
CCOc1cc(/C=N/NC(=O)CSc2cccc3cccnc23)ccc1O
  -1.4	1152	14	709	/	/	i	-18	9	-0.97	-0.39	-0.49	1.3	4.5	1.8	6.4	22%	i	-3
COc1ccc(-c2noc(C3CCCN(C(=O)c4ccccc4OC)C3)n2)cc1OC (stereo not drawn)
  -2.5	1426	/	/	-0.12	837	i	46	28	-0.6	-0.21	-0.42	1.1	1.5	1.4	2.5	-13%	i	4
COc1cccc(CC(NC(C)=O)C(=O)NC2CCN(S(=O)(=O)c3ccc(C)cc3)CC2)c1OC (stereo not drawn)
  0.2	1576	6	670	-0.23	1598	i	-5	13	-1	-0.2	-0.68	1.1	2.1	1.5	6.7	9%	i	-1
COc1ccc(C2C(C(=O)Nc3ccccc3)=C(C)N=C3SCC(=O)N32)cc1 (stereo not drawn)
  2.7	1103	5	711	-0.06	1083	i	-28	-5	1.3	-0.17	0.49	-1.2	6.4	1.7	9.1	5%	i	-1
NC(N)=N/N=C/c1ccc(OCc2ccccc2Cl)cc1
  21	903	/	/	0.95	1365	i	62*	61*	2.4	0.52	1.6	-3.8	57	5.8	65	-11%	i	2
C=CCOc1c(Br)cc(/C=N/NC(N)=O)cc1OC
  1.5	340	5	699	-0.57	1162	i	-10	0	-0.1	-0.28	-0.43	0.24	6.5	6.9	12	19%	i	-10
Oc1ccc(/C=C/c2ccnc3ccccc23)cc1
  /	/	-4	703	-0.63	1062	i	-2	-18	1.3	0.061	0.89	-1.7	6.6	2.9	7.2	-101%	i	13
NNC(=O)c1csc(COc2cc(Cl)cc(Cl)c2)n1
  1.0	1282	-1	657	/	/	i	/	/	1.7	-0.25	1.2	-0.91	/	/	/	-16%	/	/
N#CCCN1CCNCC1
  -1.1	1101	8	758	0.56	1031	i	-19	-23	-0.2	-0.11	0.1	0.66	1.9	1.8	6.8	11%	i	4
CC(=O)NNC(=O)CCn1nnc(-c2ccc(Cl)cc2)n1
  -3.0	973	-11	646	-0.06	1483	i	-15	-7	-0.17	-0.31	0.13	0.32	2.0	2.1	4.1	-1%	i	-14
Cn1c(=O)n(CCCOc2ccc(Cl)cc2)c2ccccc21
  -1.3	1089	-10	610	0.01	1816	i	8	9	0.41	-0.26	0.26	-0.46	2.3	1.7	4.6	-2%	i	-8
O=c1c2ccccc2ncn1CCCSc1ccc(Cl)cc1
  -1.3	1371	/	/	0.94	1514	i	10	8	-0.25	-0.2	-0.23	0.18	1.0	1.5	1.3	7%	i	8
COc1cccc(OCCOCCNCCO)c1
  -3.2	946	/	/	0.07	1444	i	1	-13	-0.082	0.4	0.39	0.065	4.9	2.4	5.4	2%	i	21
CCCCc1nc2n[nH]c(N)c2c2c1CCC2
  -0.3	801	/	/	-0.36	1288	i	6	17	0.45	-0.23	0.26	0.17	18	1.7	23	-8%	i	20
COc1ccc(C(=O)Nc2ccc(S(=O)(=O)N3CCCCC3)cc2)cc1
  -0.8	1320	/	/	-0.17	1606	i	0	6	-0.73	-0.26	-1.1	0.12	3.5	1.6	7.2	16%	i	7
CCN=C(NS(=O)(=O)c1ccc(Br)cc1)c1ccc(Cl)cc1
  0.4	1564	3	670	0.06	1427	i	-2	9	-0.38	-0.24	-0.25	0.43	1.5	2.0	3.0	-4%	i	0
COc1ccc(OC)c(C2C(C(C)=O)=C(O)C(=O)N2c2ccc(F)cc2)c1 (stereo not drawn)
  1.4	1167	/	/	-0.16	1168	i	0	-14	-0.61	-0.21	-0.12	0.36	2.9	2.5	5.1	7%	i	9
COCc1c(C(=O)Nc2nc(C)cs2)oc2ccccc12
  1.1	1131	42	650	0.22	1237	i	14	11	-0.88	0.25	-0.064	0.79	2.7	2.1	6.3	-7%	i	-2
O=C(N/N=C/c1ccccc1Cl)c1cccc(F)c1
  -0.7	1501	/	/	1.2	1508	i	-3	-15	-0.54	-0.21	-0.67	0.36	1.1	1.4	4.4	-88%	i	6
CC1(C)OC2OC(C(=O)N/N=C/c3ccccc3F)C3OC(C)(C)OC3C2O1 (stereo not drawn)
  -1.9	1054	7	676	0.29	1539	i	-4	-18	-0.61	-0.23	0.57	-0.48	2.6	2.9	5.1	7%	i	13
NC(=O)C1CCN(C(=O)N2c3ccccc3Sc3ccccc32)CC1
  -1.9	1217	/	/	-0.09	845	i	5	-3	-0.078	-0.28	0.18	-0.73	4.6	2.8	8.8	7%	i	2
CCCOc1ccc(N2CC(C(=O)Nc3ncccc3C)CC2=O)cc1 (stereo not drawn)
  -5.2	1011	/	/	-0.26	1321	i	0	-4	0.078	-0.21	0.071	-0.0098	1.2	1.6	8.0	-17%	i	-5
COC(=O)CC(CP(=O)(O)CN(C)C=O)C(=O)OC (stereo not drawn)
  0.0	1215	-3	694	0.29	1010	i	/	/	0.14	-0.26	-0.34	0.92	/	/	/	11%	/	/
CC(=O)c1ccccc1OCC(O)CN1CCN(CCN2C(=O)c3cccc4cccc(c34)C2=O)CC1 (stereo not drawn)
  1.1	1504	/	/	-1.2	1294	i	9	-4	-0.9	0.39	-0.26	1.2	2.5	0.7	2.4	-2%	i	25
COc1ccc(CCC(=O)Nc2nc3c(s2)CN(C)CC3)cc1OC
  -0.6	1403	/	/	0.31	1567	i	-13	-54	0.55	-0.24	0.61	0.15	5.1	1.8	2.3	8%	i	13
Cc1cccc(OCC(=O)N/N=C\c2cn(C)c3ccccc23)c1
  0.8	1601	3	691	-2.1	1706	i	12	3	-0.45	-0.3	-0.13	0.32	4.0	3.5	3.0	10%	i	-4
CSc1ncnc2c1cnn2-c1ccc(C)cc1C
  0.9	1103	22	700	/	/	i	-9	13	2	0.45	1.4	-1.6	4.0	2.2	1.8	-11%	i	9
O=C(c1ccco1)N1N=C(c2ccc(Cl)cc2)CC1(O)C(F)(F)F (stereo not drawn)
  3.5	1006	27	664	0.23	1195	i	-4	1	1.1	-0.3	0.77	-0.079	4.2	1.9	10	6%	i	10
CC(/C=C/c1ccccc1)=N\NC(=O)Cn1cncn1
  0.7	1372	17	757	-0.47	1022	i	/	/	-0.41	-0.19	-0.074	-0.39	/	/	/	10%	/	/

Three compounds out of the list above, arranged by the value under MT stabilizer Hoechst-high %, descending:
compound,MT stabilizer Hoechst-high %
CC1(C)OC2OC(C(=O)N/N=C/c3ccccc3F)C3OC(C)(C)OC3C2O1 (stereo not drawn),2.9
O=C(c1ccco1)N1N=C(c2ccc(Cl)cc2)CC1(O)C(F)(F)F (stereo not drawn),1.9
O=C(N/N=C/c1ccccc1Cl)c1cccc(F)c1,1.4

(cont.)
Order of values – bCat nuc transl	bCat nuc transl cell count 5 µM	Hep lipid drop	Hep lipid drop cells 6.5 µM	Ins promoter up	Ins promoter up cell count	Yfh1-depleted yeast	WT yeast gro inh	WT yeast gro inh mutant strain	Dynein transport	Dynein transport cytoplasmic EGFP	Dynein transport nuclear GR-EGFP	Dynein transport cell count	MT stabilizer	MT stabilizer Hoechst-high %	MT stabilizer cytotoxicity %	NOD2 inhibition	Autophagy HCS	Autophagy HCS cell loss 18 h
Cc1ccc(S(=O)(=O)N(c2nc(N(C)C)nc(N(C)C)n2)n2cnnc2)cc1
  1.6	148	5	718	-0.1	1224	i	14	5	0.0008	-0.014	0.2	-0.013	2.6	2.5	6.5	1%	i	-1
Fc1ccc(CSc2nc3ccccc3[nH]2)c2ccccc12
  /	/	6	783	0.69	965	i	86	92	-0.18	-0.36	-0.35	0.72	1.4	1.9	13	-12%	i	9
COc1cccc(-n2c(SCC(=O)OC(C)C)nnc2-c2cccnc2)c1
  /	/	28	647	-0.23	1264	i	-13	-10	0.024	-0.27	0.018	0.019	2.5	1.3	1.5	-13%	i	-4
Cn1c(-c2ccccc2)n[nH]c1=S
  -0.4	1123	0	766	0.3	1458	i	/	/	0.18	-0.24	0.039	0.19	/	/	/	10%	/	/
CCCCNC(=O)CSc1nnc(-c2ccco2)n1C
  -3.3	1172	/	/	0.15	1045	i	10	4	2.6	-0.12	1.4	-1.7	3.6	3.0	2.5	-1%	i	4
O=C(Nc1ccc(N2CCN(C(=O)c3ccco3)CC2)cc1)c1ccccc1F
  9.1	523	/	/	0.97	1204	i	8	0	-0.47	-0.17	-0.22	0.85	1.8	1.0	2.9	4%	i	-2
O=C(O)CSc1nc2ccccc2[nH]1
  /	/	-7	782	-0.96	947	i	-6	0	-0.57	0.15	0.031	0.38	2.0	1.1	9.6	0%	i	1
COc1ccc(C2CC(c3ccc(OC)c(OC)c3)=NN2S(C)(=O)=O)cc1 (stereo not drawn)
  -1.8	1351	18	690	-0.06	1009	i	/	/	-0.67	-0.22	-0.36	1	/	/	/	-88%	/	/

High-throughput results (PubChem BioAssay)
